# Assay outcomes from PubChem BioAssay.
# CHRM4 antagonist = antagonists of human muscarinic M4 receptor (CHRM4); AID 624125; actives 0.73% (n = 360,000); CHO-hM4 cells, ACh EC80, Fluo-8 calcium fluorescence; inhibition, % at 3 µM; P08173;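 active means inhibition above its plate's cutoff, the mean inhibition of sample wells plus 3 SD, cut at about 27% in these data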;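 further: 0% = acetylcholine EC80 with DMSO and 100% = DMSO without agonist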
# Target sequence (P08173 whole entry, looked up): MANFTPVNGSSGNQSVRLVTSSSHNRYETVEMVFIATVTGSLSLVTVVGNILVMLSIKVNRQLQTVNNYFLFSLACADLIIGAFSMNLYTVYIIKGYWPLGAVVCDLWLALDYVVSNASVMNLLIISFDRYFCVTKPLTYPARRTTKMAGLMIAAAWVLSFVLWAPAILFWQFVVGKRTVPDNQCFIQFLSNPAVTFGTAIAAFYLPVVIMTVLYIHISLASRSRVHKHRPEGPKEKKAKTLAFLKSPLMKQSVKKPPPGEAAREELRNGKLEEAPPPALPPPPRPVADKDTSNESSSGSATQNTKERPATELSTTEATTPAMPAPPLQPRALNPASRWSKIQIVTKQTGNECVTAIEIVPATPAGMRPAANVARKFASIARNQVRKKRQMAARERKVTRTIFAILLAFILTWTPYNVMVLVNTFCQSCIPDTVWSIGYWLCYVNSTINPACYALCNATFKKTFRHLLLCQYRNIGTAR
# CHRM5 antagonist = blocks acetylcholine activation of human M5 receptor | inhibition, % at 3 µM | actives 0.59% (n = 360,000) | P08912 | CHO-hM5 cells, Fluo-8 calcium fluorescence, ACh EC80 | AID 624040;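 active means inhibition above a per-plate cutoff, the mean of that plate's test compounds plus 3 SD, cut at about 27% in these data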;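 further: 0% = acetylcholine EC80 with DMSO and 100% = DMSO without agonist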
# Target sequence (P08912 whole entry, looked up): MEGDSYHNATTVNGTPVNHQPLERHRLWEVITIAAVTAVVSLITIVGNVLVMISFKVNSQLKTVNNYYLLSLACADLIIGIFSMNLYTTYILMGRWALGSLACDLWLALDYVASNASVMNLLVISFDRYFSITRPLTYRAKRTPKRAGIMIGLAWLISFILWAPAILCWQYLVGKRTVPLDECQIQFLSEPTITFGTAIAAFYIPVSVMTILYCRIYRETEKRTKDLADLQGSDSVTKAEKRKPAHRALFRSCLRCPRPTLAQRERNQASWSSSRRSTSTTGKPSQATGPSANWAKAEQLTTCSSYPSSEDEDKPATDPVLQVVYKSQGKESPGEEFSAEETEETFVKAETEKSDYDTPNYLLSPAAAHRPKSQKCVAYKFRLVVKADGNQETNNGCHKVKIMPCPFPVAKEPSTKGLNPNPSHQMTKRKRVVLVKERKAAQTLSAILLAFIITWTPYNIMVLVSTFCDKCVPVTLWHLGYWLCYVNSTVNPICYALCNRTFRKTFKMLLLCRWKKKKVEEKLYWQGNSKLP
# M1 PAM = potentiates human M1 receptor response to acetylcholine; P11229; CHO-K1 hM1, Fluo-8 calcium fluorescence, ACh EC20; 0% = ACh EC20, 100% = maximal ACh; activation, % at 3 µM; actives 0.088% (n = 360,000); AID 588819; in the data active means activation above about 19%, passing the limit was not always enough
# CHRM5 PAM = CHRM5 positive allosteric modulation; P08912; CHO-K1 hM5, Fluo-8 calcium, ACh EC20 PAM; 0% = ACh EC20, 100% = ACh EC100; activation, % at 3 µM; actives 0.3% (n = 360,000);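 active means activation above the run cutoff, the mean activation of all test compounds plus 3 SD, cut at about 18% in these data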
#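 system = human M5 receptor in CHO-K1 cells | compound = one concentration, 3 µM final (nominal) | schedule = Post-acetylcholine fluorescence recording 140 s | signal = Fluo-8 calcium dye fluorescence, kinetic read | benchmarks = low control EC20 acetylcholine (0%), high control EC100 acetylcholine (100%) | repeats = singlicate, one well per test compound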
# M1 antag = human CHRM1 antagonism | P11229 | CHO-K1 hM1, Fluo-8 calcium fluorescence, ACh EC80 antagonist | inhibition, % at 3 µM | actives 1.3% (n = 360,000) | AID 588852;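 active means percent inhibition above its own plate's cutoff, namely the mean of that plate's compound wells plus 3 SD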;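 further: peak over basal fluorescence ratio during 140 s after agonist addition; 0% = ACh EC80 plus DMSO and 100% = DMSO alone without agonist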
# CRFR2-BP ag = CRF-BP/CRF-R2 complex agonism. HEK293 CRF-R2/CRF-BP, calcium dye fluorescence (FLIPR); percent of saturating CRF peptide response. activation, % at 13.2 µM. actives 0.46% (n = 350,000). AID 588473;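 active means activation of at least 50%, plus an integration ratio under a set limit after plate pattern correction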;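 further: plate controls were neutral control wells without compound for no effect and CRF at EC100 for full effect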
# CHRM5 agonist = agonists of human muscarinic M5 receptor (CHRM5) | actives 0.19% (n = 360,000) | AID 624037 | activation, % at 3 µM | CHO-K1 hM5 cells, Fluo-8 calcium fluorescence; 0% DMSO wells, 100% maximal acetylcholine response | P08912;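 active means activation above the run's mean over test compounds plus 3 SD, cut at about 23% in these data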;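 further: signal is peak over basal fluorescence ratio across the kinetic read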
# M4 PAM = positive allosteric modulators of human muscarinic M4 receptor; P08173; CHO-K1 hM4/Gqi5, Fluo-8 calcium fluorescence, ACh EC20; 0% = ACh EC20, 100% = maximal ACh; activation, % at 3 µM; actives 0.4% (n = 360,000); AID 624126;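 active means activation above its plate's cutoff, the mean activation of sample wells plus 3 SD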; further: some results filed as inactive read as strong as hits
# CHRM4 agonist = agonists of human muscarinic M4 receptor (CHRM4); P08173; CHO-K1 hM4/Gqi5, Fluo-8 calcium fluorescence; vehicle 0%, full acetylcholine response 100%; activation, % at 3 µM; actives 0.14% (n = 360,000);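 active means activation above the run mean over all test wells plus 3 SD, cut at about 32% in these data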;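 further: peak over basal fluorescence ratio per well then scaled between controls; 0% = DMSO wells and 100% = acetylcholine at EC100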
# * marks the source's active call; other numbers are inactive results.
CHRM4 antagonist	CHRM5 antagonist	M1 PAM	CHRM5 PAM	M1 antag	CRFR2-BP ag	CHRM5 agonist	M4 PAM	CHRM4 agonist	Molecule
-12.6	6.8	15.9	-2.3	-17.8	-1.4	-7.1	-9.2	7.1	c1csc(CNc2ncnc3ccc(-c4ccc5c(c4)OCO5)cc23)c1
-8.5	-10.6	-2.2	-4.0	10.7	0.3	-0.1	5.6	3.5	CCCN(CC1CCCO1)C(=O)c1cc(COc2cccc(OC)c2)on1 (stereo not drawn)
-2.6	17.5	-5.9	-10.5	9.7	6.2	3.2	-7.4	17.0	Cc1nc(N2CCN(S(=O)(=O)c3ccc(Br)cc3)CC2)c2c(C)c(C)sc2n1
0.8	3.6	5.8	8.3	-3.3	0.4	-2.5	-4.1	0.3	COc1ccc(-c2cc(C(F)(F)F)nc(S(C)(=O)=O)n2)cc1
-19.5	-4.6	0.5	5.5	-5.0	3.3	1.9	12.2	0.3	Cc1cc2c(cc1S(=O)(=O)N1CCN(c3ccccc3)CC1)OCCN2C
2.4	13.2	8.7	5.8	-1.8	-0.7	-4.9	8.0	1.1	CN1CCN(c2nc3ccccc3nc2NS(=O)(=O)c2ccc(Br)cc2)CC1
0.3	4.9	6.6	2.3	-3.1	0.8	1.1	5.8	2.2	C[C@H](NC(=O)c1nc[nH]c1C(=O)OCc1ccccc1)c1ccccc1
2.4	4.1	-3.2	-6.5	-6.9	-1.5	-1.4	-4.0	-0.1	Cc1noc(/C=C/N(C)C)c1S(=O)(=O)N1CCCC(C(=O)NCCC2=CCCCC2)C1 (stereo not drawn)
8.0	-2.0	-0.7	2.5	-0.4	0.1	-0.5	-0.2	0.6	CN(C)CCCN(CCCNC(=O)/C=N/O)Cc1ccccc1
-5.6	8.1	2.2	4.6	-13.5	0.6	-4.4	-1.6	0.3	CCC(=O)N1N=C(c2cccs2)CC1c1ccc(OC)cc1 (stereo not drawn)
-7.4	-11.5	8.3	3.2	-1.7	0.3	0.9	4.8	0.6	NS(=O)(=O)c1ccc(CCNC(=O)CCCOc2ccccc2)cc1
-1.0	25.2	-1.8	-14.5	1.1	1.4	0.4	-6.4	8.1	COc1ccc(C(=O)NC2(C(F)(F)F)NC(=O)N(CCCc3ccccc3)C2=O)cc1OC (stereo not drawn)
2.0	1.0	-1.6	7.0	1.9	0.6	-7.4	-1.3	3.0	O=C(CNCc1ccco1)Nc1ccc(N2CCCCCC2)cc1
-1.8	1.0	-11.7	-8.6	-3.8	0.9	-5.8	-8.0	1.1	CCOC(=O)c1cnc(Nc2nc3ccccc3o2)nc1CSC(=S)N1CCCCC1
0.2	10.9	-0.5	-3.3	0.8	0.0	-2.8	-2.0	0.1	COc1cc(C(=O)NCc2nnc(SCC(=O)Nc3c(C)cc(C)cc3C)o2)cc(OC)c1OC
-3.1	3.4	5.4	-6.2	-9.5	-0.2	-2.6	3.3	2.6	COc1cccc(N2CCN(CC(=O)Nc3ccc(SC(F)F)cc3)CC2)c1
-2.4	4.7	-11.7	-7.6	13.3	-0.2	-0.9	-4.0	0.9	CC(=O)c1cnc(N(C)C)s1
12.4	-7.8	1.4	-0.3	-0.9	0.6	-0.1	-7.9	-0.1	CCNC(=O)/C(=C\c1ccc2c(c1)OCO2)NC(=O)c1ccc(Br)cc1
3.0	2.3	-7.3	-7.9	16.2	-1.2	-0.1	-12.6	6.6	CCCn1c(N2CCN(C(=O)Nc3ccc(Cl)cc3)CC2)nc2ccccc21
-5.1	-10.5	8.3	0.0	-8.6	-0.6	-1.6	-3.3	5.4	Cc1onc(-c2c(F)cccc2Cl)c1C(=O)OCC(=O)NCc1ccccc1
8.0	4.8	-3.0	1.9	5.0	-1.2	0.4	-3.2	0.7	Cc1ccc(S(=O)(=O)NN2C(=O)c3ccccc3NC2c2ccccc2O)cc1 (stereo not drawn)
-1.1	5.2	5.0	-0.1	-7.2	2.0	-4.0	1.8	1.3	CC(C)n1cc(C(=O)N2CCCC(N3CCN(c4cccc(Cl)c4)CC3)C2)cn1 (stereo not drawn)
4.1	14.2	-3.1	-20.1	15.0	57.6*	3.2	-6.3	9.9	N#C/C(=N\Nc1cccc(Cl)c1)C(=O)c1ccccc1
-4.3	8.3	-2.6	-4.6	-3.0	1.4	-8.6	5.9	5.2	COc1ccc(N2C(=O)C(Cl)=C(NCc3ccccc3)C2=O)cc1
-8.1	-9.8	0.1	8.0	-5.5	-0.6	-1.4	14.8	1.1	CC(C)NC(=O)CN1C(=O)c2ccccc2S1(=O)=O
-0.2	10.3	-0.8	-0.6	-8.5	7.3	0.5	2.5	8.4	O=C(CNC(=O)C1COc2ccccc2O1)Nc1ccc(F)c(F)c1 (stereo not drawn)
-18.4	-4.4	-9.7	-5.9	0.6	-7.6	-4.4	6.5	5.7	Cc1cc(-c2ccccc2)c2ccc(NC(=O)C(C)(C)C)nc2n1
2.7	1.9	17.5	4.9	-21.2	1.2	-5.0	-2.7	0.7	Cc1c(C)n(CCN(C)C)c2ncnc(NCc3ccccc3)c12
2.3	0.8	10.4	-0.4	-5.9	2.6	3.7	-1.7	1.8	COC(=O)CCCC1=CC2=CC(=O)C(C)(OC(=O)c3cccs3)C(=O)C2=CN1CCc1ccccn1 (stereo not drawn)
3.1	-8.9	9.2	6.0	3.4	-1.5	-2.7	15.8	0.0	CCN(C(=O)CSc1nnc(Nc2ccccc2C)s1)C1CCS(=O)(=O)C1 (stereo not drawn)
-1.1	15.3	-6.6	-11.7	6.5	-0.8	0.5	-6.6	13.6	C/C(=N\NC(=O)c1ccncc1)c1ccc(N(C)C)cc1
12.4	4.0	10.1	7.1	-6.0	0.8	1.4	0.0	3.3	CCOC(=O)c1sc(NC(=O)c2ccc3nc[nH]c3c2)nc1C
-5.0	-1.6	0.9	0.4	-0.4	-0.1	2.0	0.3	0.6	O=C(CCNS(=O)(=O)c1ccccc1)OCc1nc2ccsc2c(=O)[nH]1
1.0	7.7	8.9	-3.8	-14.3	1.3	-2.7	-2.0	-0.1	CCCOC1CCCN(Cc2nc(-c3ccc(C(=O)OC)cc3)no2)C1 (stereo not drawn)
5.1	0.8	-2.9	-1.2	2.3	0.4	-5.9	-0.1	1.3	COc1ccccc1C(=O)Nc1ccnn1C1CCN(CC2CC=CCC2)CC1 (stereo not drawn)
-2.3	19.7	-9.1	-4.1	12.3	-1.7	1.6	-0.5	1.6	C[C@@H](NC(=O)c1nc[nH]c1C(=O)OCc1ccccc1)c1ccccc1
-1.5	3.7	7.3	11.6	-12.1	-1.9	3.4	0.5	-0.6	Cc1cccc(C)c1NC(=S)N(CCc1ccncc1)C(C)C
-2.1	-0.8	8.4	6.8	-10.3	-0.9	0.8	12.2	1.4	COC(=O)[C@H](Cc1ccccc1)NC(=O)NCC1CCCO1 (stereo partly drawn)
-4.0	3.0	8.7	-7.3	-7.1	-0.7	0.1	0.0	0.1	C=C(C)CN1C(=O)c2ccccc2C1=O
-0.1	7.6	5.9	0.9	-8.6	-1.4	-1.6	-5.4	1.6	O=C(NCCOC(=O)c1c(F)cccc1Cl)c1c(F)cccc1Cl
1.3	6.0	1.4	0.4	-7.5	4.0	-6.5	-20.5	-0.7	Nc1ncnc(Nc2cc(C(F)(F)F)cc(C(F)(F)F)c2)n1
0.6	-1.5	8.5	-6.3	-7.4	0.6	0.1	2.6	0.2	CCOc1ccc2nc(NC(NC(C)=O)(C(=O)OC)C(F)(F)F)sc2c1 (stereo not drawn)
-3.7	15.0	-4.2	-8.6	14.4	7.0	-3.3	-13.3	3.5	O=C(N/N=C/c1ccco1)c1cc(-c2ccc(Br)s2)[nH]n1
-10.7	-1.6	1.2	-0.4	-5.2	-1.8	-5.8	-2.9	0.8	Cc1cc2c(c(=O)n1Cc1ccccn1)C(C(C)C)C(C#N)=C(N)O2 (stereo not drawn)
5.7	-5.7	0.4	-2.6	-13.8	1.4	-8.0	-0.6	0.2	COc1ccc(NC(=O)OC(CN2CCCCC2)C(F)(F)F)cc1 (stereo not drawn)
8.7	-0.6	8.8	-2.3	-6.8	-2.3	-2.1	-7.2	0.0	Cc1cc(NC(=S)N(CCCN2CCOCC2)Cc2ccco2)ccc1Cl
-6.6	-18.2	9.6	14.9	-2.5	0.9	-2.8	4.0	0.8	COc1ccc(S(=O)(=O)N/N=C(/C)c2ccncc2)c(OC)c1
-6.0	4.7	6.5	0.2	-9.9	-0.1	-5.3	6.6	1.4	COc1ccc([N+](=O)[O-])cc1NC(=O)CSc1nc(C)c(C)c(C)n1
4.2	0.3	6.5	2.6	-10.1	7.6	0.3	0.3	0.1	O=C(O)C1CC(=O)N(CCOc2ccccc2)C1 (stereo not drawn)
-4.7	-0.8	-4.5	-6.5	5.0	0.5	1.5	-7.0	2.5	O=C(NCC(=O)N1CCN(c2ccccc2O)CC1)c1cccs1
-3.3	4.7	2.2	-1.8	-7.5	4.0	1.4	1.4	0.6	O=C(Oc1ccc[nH]c1=O)c1ccc(F)cc1
-5.6	-11.0	8.7	11.0	-13.9	-2.9	-2.2	12.1	-1.4	COc1ccccc1/C=C/C=N/n1c(COc2ccccc2)n[nH]c1=S
14.4	16.0	-6.1	-17.1	18.0	1.9	1.2	-12.0	8.8	CC1CCN(S(=O)(=O)c2ccc(NC(=O)Cc3ccc(S(=O)(=O)N4CCOCC4)s3)cc2)CC1
5.7	-1.6	6.2	7.3	-3.6	0.9	-0.1	-6.5	-0.2	Cc1ccsc1/C=N/NC(=S)NCc1ccccc1
2.2	13.0	-14.2	-3.6	9.8	1.0	-8.9	-6.2	-1.3	CCOc1ccccc1CNC(=O)C1CCN(c2nnc(C)c3c(C)n(-c4ccc(C)cc4)nc23)CC1
7.3	8.9	-5.5	-8.8	5.4	-0.1	3.1	-4.5	9.5	CC1CCCCN1C(=O)CSc1nnc(-c2c[nH]c3ccccc23)o1 (stereo not drawn)
0.6	11.1	12.2	-3.0	-18.8	-0.9	2.4	6.1	0.8	CC(=O)Nc1ccc(S(=O)(=O)NC2CCS(=O)(=O)C2)cc1Cl (stereo not drawn)
